aDG glyco act = alpha-DG glycosylation activation; activation, % at 10 µM; AID 624168; Pro5-aDG cells, alpha-DG glycosylation AlphaScreen (IIH6); 0% Pro5, 100% B10-LARGE cell signal; hit rate 0.22% among 360,000;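 active means activation of at least 8% versus controls, or a plate z-score of at least 8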;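 further: Pro5 are CHO cells carrying HIG-tagged alpha-DG that lacks glycosylation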
Vif imaging = blocks HIV Vif function | HEK293T cells, Vif self-association by quenched fluorescence, imaging, 24 h | inhibition, % at 7.49 µM | hit rate 0.35% among 340,000 | AID 602346; in the data active means inhibition above about 50%, passing the limit was not always enough; inconclusive means no clear call, values can overlap the other calls; inactive means below about 31%; further: some results filed as inactive read as strong as hits
NOD2 RIPK2 PPI = blocks binding of human NOD2 to RIPK2; O43353; CHO BLA complementation NOD2-RIPK2, CCF4 ratio; inhibition, % at 4.98 µM; hit rate 0.38% among 360,000; in the data active means inhibition above about 21%;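 further: 0% = vehicle only and 100% = reference blocker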
Target sequence (O43353 whole entry, looked up): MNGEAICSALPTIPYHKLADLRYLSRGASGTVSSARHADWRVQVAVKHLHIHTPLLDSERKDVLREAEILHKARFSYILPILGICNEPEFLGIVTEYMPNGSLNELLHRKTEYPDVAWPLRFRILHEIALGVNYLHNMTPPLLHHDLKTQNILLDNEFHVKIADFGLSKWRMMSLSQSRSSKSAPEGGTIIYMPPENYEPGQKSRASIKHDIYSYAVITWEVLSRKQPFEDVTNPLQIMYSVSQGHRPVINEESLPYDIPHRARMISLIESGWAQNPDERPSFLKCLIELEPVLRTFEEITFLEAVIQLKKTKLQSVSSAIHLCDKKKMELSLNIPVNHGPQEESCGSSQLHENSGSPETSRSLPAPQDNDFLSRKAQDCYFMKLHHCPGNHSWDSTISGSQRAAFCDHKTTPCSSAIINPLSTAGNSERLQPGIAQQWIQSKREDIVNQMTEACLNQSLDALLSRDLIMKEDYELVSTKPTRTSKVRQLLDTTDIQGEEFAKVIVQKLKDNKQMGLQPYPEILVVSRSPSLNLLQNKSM
Exocytosis inh = blocks lytic granule exocytosis; TALL-104 LAMP-1 surface exposure, flow cytometry; cells stimulated with thapsigargin and PMA; inhibition, % at 10 µM; hit rate 0.66% among 360,000;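 active means inhibition above about 55%, limit read from the data; inconclusive means no clear call, values can overlap the other calls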
ABCB6 inh MLPCN = human ABCB6 transporter inhibition. hit rate 0.19% among 360,000. K562-ABCB6 porphyrin accumulation, flow cytometry, 1 h; active compounds read low. AID 602162. fluorescence ratio to DMSO, % at 10 µM;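 active means fluorescence ratio to DMSO below 75%, the collection mean minus 3 SD; inconclusive means too few cells collected in the well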;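 further: signal is porphyrin accumulated inside mitochondria; 100% equals median channel fluorescence of DMSO control wells; lower ratio means ABCB6 inhibition with less porphyrin fluorescence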
ABHD5 PLIN5 PPI = inhibitors of human ABHD5-perilipin-5 interaction | hit rate 0.78% among 360,000 | inhibition, % at 4 µM | AID 602281 | Q00G26+Q8WTS1 | Split G. princeps luciferase complementation, luminescence, 4 h;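 active means inhibition above the mean inhibition across every tested compound plus 3 SD, cut at about 22% in these data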;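 further: 0% = DMSO only wells and the 100% control is not disclosed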
Glyco luc inh = blocks N-linked glycosylation in D54 reporter cells; hit rate 0.23% among 360,000; D54 ERlucT glycosylation luciferase reporter, 24 h; percent of 100 nM tunicamycin response; reporter increase, % at 12.5 µM; AID 588692;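 active means mean luciferase reporter signal, scaled so untreated is 0 and the glycosylation-blocking control 100, at or above a set limit in every replicate; inconclusive means mean reaches the limit but not every replicate does; inactive means mean below the limit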;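 further: luciferase carries N-glycosylation sites so blocking glycosylation raises the light; 0% = median of neutral control wells and 100% = median of 100 nM tunicamycin wells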
MC4R barr agon = human MC4R agonism via beta-arrestin | U2OS MC4R beta-arrestin complementation, luminescence; percent of melanotan II response, DMSO zero | activation, % at 8.9 µM | hit rate 0.98% among 360,000 | AID 540308;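 active means activation above a per-plate cutoff, the mean activation of sample wells on that plate plus 3 SD, cut at about 8% in these data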
Target sequence (P32245 whole entry, looked up): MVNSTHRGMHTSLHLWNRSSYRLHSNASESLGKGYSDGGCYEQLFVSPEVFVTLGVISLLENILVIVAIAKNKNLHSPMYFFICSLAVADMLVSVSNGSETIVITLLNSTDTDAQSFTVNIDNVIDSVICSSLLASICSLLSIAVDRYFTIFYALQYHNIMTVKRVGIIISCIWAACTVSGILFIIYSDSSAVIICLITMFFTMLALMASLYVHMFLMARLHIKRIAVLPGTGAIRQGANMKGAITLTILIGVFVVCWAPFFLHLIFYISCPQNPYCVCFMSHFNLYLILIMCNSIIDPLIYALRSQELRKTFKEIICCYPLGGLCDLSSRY
MC4R antag cAMP = human MC4R antagonism in cAMP assay | hit rate 0.48% among 360,000 | P32245 | MC4R-expressing cells, MTII-stimulated cAMP, LANCE TR-FRET | inhibition, % at 6.5 µM;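 active means inhibition above its plate's cutoff, the mean of tested wells on that plate plus 3 SD, cut at about 29% in these data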;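 further: 0% = Melanotan II alone and 100% = Melanotan II plus saturating MCL0020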
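Material: human MC4R-expressing U2OS cells. Probe or stimulus: Melanotan II challenge. Dosing: 6.5 µM single dose. Times: 30-min compound, 1-h challenge, 1-h detection, room temperature. Technique: TR-FRET with Eu-cAMP and labeled anti-cAMP, 671 nm. Replication: singlicate.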
TLR9-MyD88 block = inhibitors of human TLR9-MyD88 binding; hit rate 0.21% among 340,000; inhibition, % at 4.98 µM; CHO BLA complementation TLR9-MyD88, CCF4 FRET ratio; Q9NR96+Q99836;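 active means inhibition above the mean over all tested compounds plus 3 SD, cut at about 21% in these data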;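 further: 0% = DMSO only wells and 100% = clavulanate BLA inhibitor control wells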
Active calls of the source: *; ? = inconclusive; · = no result given. Some of the compounds tested, so the mix of outcomes need not match the whole.

SMILES	aDG glyco act	Vif imaging	NOD2 RIPK2 PPI	Exocytosis inh	ABCB6 inh MLPCN	ABHD5 PLIN5 PPI	Glyco luc inh	MC4R barr agon	MC4R antag cAMP	TLR9-MyD88 block
COc1ccccc1CNC(=O)c1ccc(N(C)S(=O)(=O)c2ccc(C)cc2)cc1	-0.1	-4	-3	5	101	4	-3	2.3	4	-2
CCC(CC)c1nnc(NC(=O)c2c(-c3ccccc3)noc2C)s1	-0.1	-16	13	-9	102	-14	1	0.2	5	-8
O=C(CCC(=O)c1cccs1)OCc1nc2ccccc2s1	0.0	-1	1	-2	98	-5	1	-1.9	1	-5
CCOc1ccc2cc(C3CC(c4ccco4)=NN3S(C)(=O)=O)c(Cl)nc2c1 (stereo not given)	0.1	3	1	-4	91	4	0	-1.1	3	-6
CC1(C(=O)NS(=O)(=O)c2ccc(Cl)s2)CCN1C(=O)c1ccccc1CCc1ccccc1 (stereo not given)	0.0	1	-3	1	95	-4	3	1.4	4	·
Cc1ccc(S(=O)(=O)N2CCCCC2CCNC(=O)C(=O)NCc2cccnc2)cc1 (stereo not given)	0.1	-8	-12	4	102	4	15	-0.5	13	-6
O=C(CCC1CCCCC1=O)c1ccccc1 (stereo not given)	-0.1	47	-2	-3	93	2	2	-0.7	10	-10
C=CCn1c(SCC(=O)Nc2cc(C)on2)nnc1-c1ccncc1	0.1	10	-16	9	102	2	0	-0.3	7	7
COc1ccc(CCNC(=O)CSc2nc(=O)n3cccc(C)c3n2)cc1OC	-0.3	1	-4	-5	94	7	0	-1.3	19	-4
Cc1c(Cc2ccccc2)c(=O)oc2c(C)c(OCc3nn[nH]n3)ccc12	-0.2	7	-5	1	94	1	0	1.4	3	-6
Cc1nnc(SCC(=O)NC2CCCCCC2)n1N	0.2	-10	-3	1	99	-3	0	2.0	3	-11
Cc1ccc(NC(=S)N(C)C)cc1C	-0.2	4	5	-4	96	-1	4	-1.0	14	·
Cc1cccc(OC(=O)c2ccc3nccnc3c2)c1	-0.1	·	-9	-1	92	-4	0	-1.1	18	2
Nc1ncncc1-c1ccc2ccccc2c1	0.2	-5	4	2	98	-3	-2	-2.5	6	-2
CCOC(=O)N1C(=O)C2(CCCCC2)N(c2ccccc2Cl)C1=S	0.0	-2	-2	23	99	-4	1	1.8	2	11
Cc1ccccc1-n1ncc2c1CC(C)(C)CC2NC(=O)C1CCC1 (stereo not given)	1.4	?	3	11	100	1	0	0.7	9	0
CCCN1C(=O)c2cc(C(=O)Nc3ccccc3C)ccc2C1Nc1ccccc1C (stereo not given)	0.3	-3	-1	-2	94	17	-3	1.9	8	-13
CCOC(=O)C1=C(C)Nc2nc(SC)nn2C1c1ccc(C(=O)OC)cc1 (stereo not given)	0.1	-1	1	0	100	0	-1	1.7	3	-3
Cn1c(C(=O)NCCCN2CCc3ccccc3C2)cc2c(=O)n(C)c3ccccc3c21	0.2	-4	-8	0	107	14	3	-0.3	2	-4
CCC(C)NC(=O)c1ccc(N2CC3CC(C2)c2cccc(=O)n2C3)c(NC(=O)c2ccc(Br)o2)c1 (stereo not given)	0.0	-4	-10	-1	101	-1	-1	-1.4	-3	9
O=C(Nc1ccc(Cl)cc1)N(Cc1nnc2n1CCCCC2)c1ccccc1	0.0	-4	-5	-1	100	3	4	-0.4	3	-10
Cc1cc(C)cc(C(=O)NC(CC(N)=O)c2ccc(NC3CCCC3)c([N+](=O)[O-])c2)c1 (stereo not given)	0.0	-3	4	-4	98	7	-2	1.0	6	6
COCCNC(=O)c1cc2cc3ccc(OC)cc3nc2o1	0.1	-13	-7	-2	89	5	3	-0.3	11	4
CCCCn1nnnc1NCc1cccs1	0.0	·	0	-1	96	6	1	0.5	4	-7
CSc1cccc(NC(=O)COC(=O)c2ccccn2)c1	0.1	-3	-15	17	102	-2	2	-0.6	0	1

Next section
SMILES	aDG glyco act	Vif imaging	NOD2 RIPK2 PPI	Exocytosis inh	ABCB6 inh MLPCN	ABHD5 PLIN5 PPI	Glyco luc inh	MC4R barr agon	MC4R antag cAMP	TLR9-MyD88 block
O=C(O)C1CC=CCC1C(=O)NCCc1csc(-c2ccccc2)n1 (stereo not given)	-0.1	-3	-2	-7	97	3	5	0.2	-4	1
Cc1nc(NC(=O)C(C)(C)C)sc1-c1nc(N)sc1-n1cc(-c2ccccc2)nn1	0.0	·	-7	-2	159	-30	·	·	·	·
Cc1[nH]c2ccccc2c1C(O)c1ccncc1 (stereo not given)	0.4	2	-3	1	105	-2	2	-3.2	27	-7
CC(C)(C)NC(=O)CN(C(=O)c1snc(C(=O)NC2CCCCC2)c1N)c1ccccc1F	0.0	0	-6	1	98	-4	-7	3.0	4	-2
O=C(COc1cccc2cccnc12)N/N=C1\SCC(=O)N1Cc1ccco1	-0.1	7	0	-2	102	-1	1	-0.9	-2	-1
c1ccc(-c2noc(-c3ccccc3-c3ccccc3)n2)cc1	0.5	13	3	-1	102	-6	-2	0.5	10	-12
CCn1c(CNC(=O)c2cccs2)nnc1SCC(=O)Nc1ccc(Cl)cc1	0.0	1	-2	1	93	3	-2	-0.8	-6	0
COc1cc(CNc2ncnc3c2ncn3[C@H]2CN(Cc3ccc(C(=O)O)cc3)C[C@@H](CO)O2)cc(OC)c1OC	0.0	14	-14	-2	92	-3	0	2.5	5	·
CC(=O)NC1=NN(C(C)=O)C(C)(c2ccc(Br)cc2)S1 (stereo not given)	-0.1	9	1	1	100	0	4	0.4	14	0
Cc1ccc(C(=O)NS(=O)(=O)c2ccccc2)cc1	0.1	4	-1	1	97	-5	0	2.3	16	-7
COc1ccccc1NC(=O)COc1cc(Br)c(CNCCCN2CCOCC2)cc1OC	0.2	-14	-18	8	97	2	-2	-2.7	7	7
COc1cc(C(=O)OC(C)CN2C(C)CCCC2C)cc(OC)c1OC (stereo not given)	-0.1	-7	5	8	97	1	2	-0.5	1	-2
O=C(COc1ccc2ccc(=O)oc2c1)Nc1ccc(N2CCCCC2)cc1	-0.3	-4	2	3	92	-4	-2	16*	5	-5
CC(=O)c1ccc(OC(=O)CCN2c3ccccc3Sc3ccccc32)cc1	0.3	-5	-6	-8	100	10	0	3.9	-3	-2
CCCCN(C(=O)/C=C/c1ccc(OC)cc1)C1CCS(=O)(=O)C1 (stereo not given)	0.2	-7	2	0	93	-6	-1	-1.9	0	3
O=C(CCc1ccccc1)c1ccc2c(c1)OCCCO2	0.1	19	-2	-1	91	-3	-7	0.2	-2	-10
Cc1c2ccccc2nc2ccccc12	0.1	-7	-19	8	97	-5	4	-1.0	-6	-3
Cc1ccc(C(=O)CCC(=O)N2CCN(c3ccc(F)cc3)CC2)cc1	-0.1	0	3	1	103	-1	2	-1.5	6	1
Cc1csc(NC(=O)CSC2=NS(=O)(=O)c3ccccc3N2)n1	0.0	-3	-7	-4	101	2	2	-3.2	6	-5
CN(C(=O)COC(=O)c1ccc([N+](=O)[O-])cc1N)c1ccccc1	0.0	-4	-3	-2	102	-3	3	-0.1	11	1
Cc1ccc(NC(=O)CN2CCN(C(=O)C3CC3)CC2)c(F)c1	0.5	·	-12	0	93	9	0	1.7	3	3
COCCCN1C(=O)c2ccc(C(=O)OCC(=O)N3CCN(c4ccccc4)CC3)cc2C1=O	0.0	-7	-7	-2	102	3	1	3.1	8	4
CN1CCN(c2ccc(C(=O)NC3CCCCC3)cc2[N+](=O)[O-])CC1	-0.4	3	-10	-12	100	4	-2	-2.2	20	-5
O=C(CC12CC3CC(CC(Br)(C3)C1)C2)Nc1nncs1	-0.1	5	-11	-5	93	-1	2	0.7	5	2
CC(NC(=O)c1ccc(N(C)C)cc1)C(c1cccs1)N1CCN(C)CC1 (stereo not given)	0.1	11	0	1	93	2	-4	-0.5	8	0

Next section (2 carried over from the part before).
SMILES	aDG glyco act	Vif imaging	NOD2 RIPK2 PPI	Exocytosis inh	ABCB6 inh MLPCN	ABHD5 PLIN5 PPI	Glyco luc inh	MC4R barr agon	MC4R antag cAMP	TLR9-MyD88 block
O=C(CC12CC3CC(CC(Br)(C3)C1)C2)Nc1nncs1	-0.1	5	-11	-5	93	-1	2	0.7	5	2
CC(NC(=O)c1ccc(N(C)C)cc1)C(c1cccs1)N1CCN(C)CC1 (stereo not given)	0.1	11	0	1	93	2	-4	-0.5	8	0
CCOC(=O)c1sc(NC(=O)c2ccco2)nc1-c1ccccc1	0.0	·	-3	4	101	-7	3	-0.8	5	9
Cc1ccc(OCC(=O)Nc2ccc3c(c2)OC(F)(F)O3)c([N+](=O)[O-])n1	0.0	-8	-5	-2	96	4	1	-0.1	-3	-14
COc1cc(NC(=O)c2ccc(C)cc2)ccc1NC(=O)c1cc2ccccc2o1	0.0	-3	-4	-6	108	3	-7	0.6	-12	6
CCOC(=O)C1CCCN(C(=O)c2cc(-c3ccccc3)nc3ccccc23)C1 (stereo not given)	0.1	1	-6	-5	95	4	1	0.1	10	3
CCCCn1c(=N)n(CC(=O)C(C)(C)C)c2ccccc21	-0.2	·	-12	0	110	-2	2	4.2	2	2
Nc1nc(CN2CCc3ccccc3C2)nc(Nc2ccccc2)n1	-0.1	-2	-4	-5	107	9	3	1.1	-1	10
COc1ccc(Cl)cc1C(=O)NC1=NCCS1	0.0	-1	-8	-2	97	-11	-1	-1.1	3	3
COc1ccccc1NC(=O)CCSc1nnc(-c2ccc(O)cc2)o1	-0.3	4	-3	-3	98	0	4	-3.2	-11	5
Nc1cc(=O)[nH]c(=S)n1-c1ccccc1	0.6	2	-4	3	86	-4	6	0.6	-4	-4
COC(=O)C(NC(=O)CCC(=O)N[C@@H](C(=O)OC)c1ccccc1)c1ccccc1 (stereo not given in full)	-0.1	2	-10	4	96	0	-1	-1.0	1	-5
COc1ccc(OC)c(NC(=O)Cn2nc(C)c3ccccc3c2=O)c1	-0.1	3	-7	2	109	-4	2	-1.1	3	8
COC(=O)C1=CO[C@@H](OC2OC(CO)C(O)C(O)C2O)[C@@H]2C(CO)=CC[C@H]12 (stereo not given in full)	0.0	4	-3	8	93	3	3	0.5	1	2
Cc1cc2c(s1)CCCCC(=O)N2	0.0	-8	4	-2	104	2	1	-2.0	6	12
Nc1nnc(SCc2c(F)cccc2Cl)s1	0.0	-1	-12	2	101	1	1	-0.6	-4	-16
Cc1ccc(C(O)c2ncc(-c3cccc(C(F)(F)F)c3)[nH]2)cc1F (stereo not given)	0.3	·	1	-1	95	-1	-1	6.0	-1	·
Cc1cccc(N2CC(c3nc4ccccc4[nH]3)CC2=O)c1 (stereo not given)	-0.2	3	-8	-1	96	1	0	-1.7	1	-3
O=C(COC(=O)c1ccc(Cl)c(Cl)c1)Nc1cccnc1Cl	0.0	5	4	3	99	-5	0	-0.4	14	-17
Cc1ccccc1OCCC(=O)OCC(=O)NCCc1ccc(S(N)(=O)=O)cc1	0.1	·	0	-4	97	20	0	-1.3	7	-21
CC1(C)CC2(CCCN3C(=O)CSC32)CCS1 (stereo not given)	-0.1	8	-1	-1	101	-1	2	-0.7	6	0

Source: PubChem BioAssay (several laboratories)
